Compound activity: PubChem BioAssay, NMMLSC
Myeloid diff 2: compounds promoting myeloid differentiation; AID 624256; 360,000 tested, 1% active; ER-HoxA9 myeloid progenitors, lysozyme-GFP differentiation, flow cytometry; calls only at 10 µM;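 active means normalized GFP-positive differentiation at or above the plate's own cutoff, the solvent-only control mean plus 3 SD; inconclusive means no clear call, values can overlap the other calls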;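 further: cells exposed to compound for four days before flow analysis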
Myeloid diff 2 GFP+ MAC1+ %: further read-out of Myeloid diff 2, marked with its call; GFP+ MAC1+ double positive, %; measured here: differentiation confirmed by MAC1 staining
* marks the source's active call; other numbers are inactive results; i = inactive; u = inconclusive; x = not tested or not shown; + = active, no number. Only part of the results is shown; the hit share may differ from the screen's.

SMILES	Myeloid diff 2	Myeloid diff 2 GFP+ MAC1+ %
O=C(Nc1cccc(F)c1)c1cc(S(=O)(=O)N2CCOCC2)ccc1N1CCCC1	i	0.5
COc1ccc(-c2noc(CCC(=O)N3CCN(c4ccc(C(F)(F)F)cc4)CC3)n2)cc1	i	1.1
C[C@H](CO)N1C[C@H](C)[C@@H](CN(C)S(=O)(=O)c2cn(C)cn2)Oc2ncc(Br)cc2C1=O	i	1.1
CC(OC(=O)c1cccc(-n2cnnn2)c1)C(=O)NC1(C#N)CCCCC1 (stereo not given)	i	0.2
CS(=O)(=O)Nc1ccccc1-c1ccc2nccn2c1	i	0.8
CCOC(=O)[C@]12CCC=C1N(CCC1=CCCCC1)C(=O)[C@H](CC(=O)NCCCN1CCCC1=O)C2	i	0.9
COc1ccc(-c2c(-c3cc(OC)cc(OC)c3)n(C)c3ccc(-c4ccc(N(C)C)nc4)cc23)cc1	i	1.3
O=C(CN1C(=O)NC2(CCCc3ccccc32)C1=O)N1CCN(c2cccc(C(F)(F)F)c2)CC1 (stereo not given)	i	0.7
COc1ccc2nc(NC(=O)C3CC(=O)N(c4ccc5c(c4)OCCO5)C3)sc2c1 (stereo not given)	i	1.0
Cc1cc(C(=O)OCC(=O)Nc2ccccc2Cl)c(C)o1	i	0.5
CCN(C[C@H]1N[C@@](CC)(C(=O)OC)[C@H]2C(=O)N(C)C(=O)[C@@H]12)S(=O)(=O)c1ccc(OC(F)(F)F)cc1	i	0.2
CCN(C[C@H]1N[C@@](CC)(C(=O)OC)[C@H]2C(=O)N(Cc3ccccc3)C(=O)[C@@H]12)S(=O)(=O)c1ccc(OC(F)(F)F)cc1	i	1.3
O=C(c1ccc(N2C(=O)c3ccccc3C2=O)cc1)N1CCN(S(=O)(=O)c2ccccc2F)CC1	i	1.4
C=CCC[C@H](Cc1ccc(F)cc1)C(=O)OC[C@@H](NC(=O)[C@@H](CC=C)CC(=O)N(CCO)Cc1ccccc1)C(C)(C)C	i	2.8
O=S1(=O)CC(N2CCN(Cc3ccccc3F)CC2)CN1Cc1cn(Cc2ccc(F)cc2)nn1 (stereo not given)	i	0.9
COc1ccc(S(=O)(=O)N(C)C[C@H]2Oc3ccc(NC(=O)Nc4ccc5c(c4)OCO5)cc3CC(=O)N([C@@H](C)CO)C[C@@H]2C)cc1	i	0.4
COC(=O)[C@@]1(Cc2ccc(F)cc2)[C@H]2c3cc(C(=O)N4CCCC4)n(CCc4c[nH]c5ccccc45)c3C[C@H]2CN1C(=O)c1ccccc1	i	0.4
COC(=O)C[C@@H]1C=C[C@H](NC(=O)Nc2cc(F)ccc2F)[C@@H](CO)O1	i	1.8
CCN(CC)S(=O)(=O)c1ccc(Cl)c(C(=O)NNC(=O)c2csc(N3CCOCC3)n2)c1	i	1.2
Cc1c(C(=O)NC(=S)Nc2ccc(NC(=O)c3cccs3)cc2)cccc1[N+](=O)[O-]	i	0.7
CN=C1NC(C)(C)C2CCC(C)(CC2)S1	+	11*
CCNC(=O)Nc1ccc2c(c1)c(=O)n(C)n2Cc1ccc(Cl)cc1	i	0.3
CCN(c1ccccc1)S(=O)(=O)c1ccc(C(=O)NCc2ccco2)cc1	i	1.1
C(=C\c1ccccc1)/CN1CCN(C(c2ccnc3ccccc23)c2nnnn2C2CCCCC2)CC1 (stereo not given)	i	0.4
CCCCCCCNC(=O)C1(CC2CC(c3ccccc3)=NO2)CCN(C(=O)OC(C)(C)C)CC1 (stereo not given)	i	0.8

Next section, starting with the last 2 of the part before.
SMILES	Myeloid diff 2	Myeloid diff 2 GFP+ MAC1+ %
C(=C\c1ccccc1)/CN1CCN(C(c2ccnc3ccccc23)c2nnnn2C2CCCCC2)CC1 (stereo not given)	i	0.4
CCCCCCCNC(=O)C1(CC2CC(c3ccccc3)=NO2)CCN(C(=O)OC(C)(C)C)CC1 (stereo not given)	i	0.8
O=C(OCC(=O)N1CCCC1)c1ccc(Cl)nc1	i	0.8
Cc1cc(NC(=O)CSCC(=O)Nc2nc3ccc(F)cc3s2)no1	i	1.5
CCOC(=O)CCCCCC(=O)Nc1ccc2c(c1)C(=O)N([C@@H](C)CO)C[C@H](C)[C@H](CN(C)C(=O)c1ccccc1)OCCCC[C@H](C)O2	i	0.9
CCn1c(CNC(=O)c2ccccc2)nc2ccccc21	i	5.5
Nc1ccccc1-n1nc2ccc3ccccc3c2n1	i	0.8
COc1ccc(C(=O)NCC(=O)N2CCN(C(=O)c3ccco3)CC2)cc1OC	i	0.4
CCCCN(C(=O)c1ccc(-c2ccc(Cl)cc2)o1)c1c(N)n(CCCC)c(=O)[nH]c1=O	i	0.5
CN(Nc1cccc(Cl)c1)c1cccc(Cl)c1	i	0.5
CCOc1ccc(S(=O)(=O)Nc2cccc(Cl)c2)cc1	i	7.1
COc1ccc(NC(=O)C2Cc3c(-c4ccncc4)ccnc3O2)cc1OC (stereo not given)	i	1.7
Cc1ccccc1-c1cc(C(=O)NCc2ccc3c(c2)OCO3)n(CC2CC(c3cccnc3)=NO2)n1 (stereo not given)	i	0.8
CCOc1ccccc1CNc1ncnc2ccc(-c3c(C)noc3C)cc12	i	0.3
N/C(Cc1ccc(Cl)cc1)=N\OC(=O)CCc1ccccc1	i	0.8
COc1ccc(CN2C(=O)C(CC(=O)NCc3ccco3)CC(C(=O)N(C(C)C)C(C)C)=C2C)cc1 (stereo not given)	i	0.4
Cc1ccc(C2=NN(C(=O)CN3CCN(C4CCS(=O)(=O)C4)CC3)C(c3ccco3)C2)cc1 (stereo not given)	i	0.4
COc1cc(N=Nc2ccc(C)cc2S(N)(=O)=O)c(C)cc1N	i	1.2
CC(C)CNC(=O)C1(C)CCCN1C(=O)c1ccc2c(c1)CCO2 (stereo not given)	i	1.9
O=C(NCc1ccccc1)C(c1ccccc1F)n1c(=O)c(-c2cc3ccccc3[nH]2)nc2ccccc21 (stereo not given)	i	2.7
CCN1C(=O)[C@H]2[C@@H](c3ccc(SC4CCCCC4)cc3)N3CCCC[C@@]3(C(=O)OC)[C@H]2C1=O	i	1.4
O=C(CSc1ccccc1F)NNC(=O)c1ccncc1	i	0.7
Cc1cccc(NC(=O)c2nc[nH]c2C(=O)NC[C@H](C)O)c1	i	0.3
COC(=O)C[C@@H]1C=C[C@@H](NS(=O)(=O)c2ccccc2OC)[C@@H](CO)O1	i	2.3
Cn1c(=O)c2cc(NC(=O)Cc3cccc4ccccc34)ccc2n1-c1ccccc1	i	0.5
CCOC(=O)c1c(NC(C)=O)sc2c1C1CCN2CC1	i	1.0
CC(C)NC(=O)c1cccc2c(-c3ccc(F)c(F)c3)coc12	i	0.7

Sorted by value in Myeloid diff 2 GFP+ MAC1+ % (low to high): some entries from above.
canonical_smiles	Myeloid diff 2 GFP+ MAC1+ %
CCOc1ccccc1CNc1ncnc2ccc(-c3c(C)noc3C)cc12	0.3
CC(C)NC(=O)c1cccc2c(-c3ccc(F)c(F)c3)coc12	0.7
N/C(Cc1ccc(Cl)cc1)=N\OC(=O)CCc1ccccc1	0.8
CCOC(=O)c1c(NC(C)=O)sc2c1C1CCN2CC1	1.0
CCN1C(=O)[C@H]2[C@@H](c3ccc(SC4CCCCC4)cc3)N3CCCC[C@@]3(C(=O)OC)[C@H]2C1=O	1.4

Next part
SMILES	Myeloid diff 2	Myeloid diff 2 GFP+ MAC1+ %
COC(=O)CCCC[C@@H]1O[C@H](CCc2ccccc2)CC2=C1C(=O)OC(C)(C)O2	i	0.9
COC(=O)c1cc(=O)nc(NN=C2c3ccccc3-c3ccccc32)s1	i	1.5
O=C(OCc1ccccc1)N1CCC2CC1c1cc(N3CCN(S(=O)(=O)c4cccc5ccccc45)CC3)ccc12 (stereo not given)	i	0.4
CCOc1ccccc1N1CCN(C(=O)c2cc(S(=O)(=O)N3CCCCC3)ccc2C)CC1	i	0.1
COc1ccccc1NC(=O)c1cccc(S(=O)(=O)N2CCN(c3ccccc3)CC2)c1	i	1.4
Cc1cnc(C)c(Nc2nc(C(N)Cc3ccc(C(F)(F)F)cc3)cs2)n1 (stereo not given)	i	0.7
O=C(Nc1ncccc1O)c1ccc(NS(=O)(=O)c2ccc3[nH]c(=O)[nH]c3c2)cc1	i	0.4
COCO/C=C(\NC(C)=O)c1ccccc1	i	1.1
CCN(CC)C(=O)C1=C(C)N(Cc2ccccc2)C(=O)C(CC(=O)NCCCN(C)C)C1 (stereo not given)	i	1.3
COc1ccc(CNCc2cc(Cl)ccc2O)cc1	i	0.5
CC(C)Cn1cnc2c(SCc3ccccc3Cl)nc(N)nc21	i	2.7
O=S(=O)(c1ccc(SCc2c(F)cccc2Cl)nc1)N1CCCC1	i	0.2
Cc1onc(-c2ccccc2)c1-c1nnc(COC(=O)c2ccc(F)cc2)o1	i	0.4
O=C(CN1C(=O)C2CCCCC2C1=O)NC1CCCc2ccccc21 (stereo not given)	i	0.4
Cc1ccc(S(=O)(=O)Nc2ncnc3sccc23)cc1C	i	1.0
O=C(CSc1ccccc1F)NCC1(N2CCCCC2)CCCCC1	i	0.7
O=C(NC1CCCCC1)C(c1ccnc2ccccc12)N1CCOCC1 (stereo not given)	i	0.2
c1ccc(SC23CCCCN(CCC2)C32OCCO2)cc1 (stereo not given)	i	0.4
Cc1ccc(S(=O)(=O)N2CCCCC2)cc1NC(=O)c1cc2ccccc2o1	i	2.0
CSc1ccc(Cl)c(C(=O)N2CCN(c3ncccn3)CC2)c1	i	0.9
Cc1cccc(C)c1NC(=O)C1C(c2ccc3c(c2)OCO3)=Nc2ccccc2N1C(=O)c1cccc2ccccc12 (stereo not given)	i	1.6
OC[C@H]1O[C@@H](n2cnc3c(NCc4ccco4)ncnc32)[C@H](O)[C@@H]1O	u	x
O=[N+]([O-])c1cccc(N=Nc2ccc(O)cc2O)c1	i	0.2
Cc1ccc(N2C(=O)c3ccccc3C2(O)c2ccccc2)cc1 (stereo not given)	i	0.6
CCc1ccc([C@@H]2CC=C(C(=O)O)[C@H](c3ccc(Br)cc3)N2S(=O)(=O)c2ccc(C)cc2)cc1	i	0.4

Exported with values under each structure: part of the list above
Values in the order – Myeloid diff 2	Myeloid diff 2 GFP+ MAC1+ %
- Cc1ccc(S(=O)(=O)Nc2ncnc3sccc23)cc1C
  i	1.0
- CC(C)Cn1cnc2c(SCc3ccccc3Cl)nc(N)nc21
  i	2.7
- COC(=O)c1cc(=O)nc(NN=C2c3ccccc3-c3ccccc32)s1
  i	1.5
- O=C(OCc1ccccc1)N1CCC2CC1c1cc(N3CCN(S(=O)(=O)c4cccc5ccccc45)CC3)ccc12 (stereo not given)
  i	0.4

Next section
SMILES	Myeloid diff 2	Myeloid diff 2 GFP+ MAC1+ %
O=C1NC[C@H](Cc2ccc(O)cc2)N(C[C@@H]2CCCN2C[C@H](Cc2ccc(O)cc2)N2C[C@H](Cc3ccccc3)N(CC3CCCCCC3)C(=O)C2=O)C1=O	i	0.5
CC(C)CC1C(=O)N(Cc2cn(CCC3OCCCO3)nn2)CCS(=O)(=O)N1Cc1ccc(-c2cccc(N(C)C)c2)cc1 (stereo not given)	i	1.0
CC(=O)c1ccc(S(=O)(=O)NCCC(=O)NC2CCN(Cc3ccccc3)CC2)cc1	i	1.1
COCCNC(=O)C1CC(c2ccccc2C(F)(F)F)=NO1 (stereo not given)	i	1.6
CCc1nc2ccc(C(=O)Nc3cc(-c4ccccc4)ccc3OC)cn2c1N(CC)Cc1cccc(Br)c1	i	1.6
O=C1SCCN1N=Cc1ccc([N+](=O)[O-])o1	i	1.2
COc1ccc(-c2c(C#N)c(N)nc3c2CCCC3)cc1OC	i	8.5
CO[C@H]1CN(C)C(=O)c2cc(NC(=O)C3CCCC3)ccc2OC[C@@H](C)NC[C@H]1C	i	2.1
O=C(CN1C(=O)NC2(CCc3ccccc32)C1=O)NCc1ccc(Cl)cc1 (stereo not given)	i	0.8
CC(=O)NCc1ccc(-c2csc(NC(=O)CCCc3nc4ccccc4c(=O)[nH]3)n2)cc1	i	0.4
CC(=O)c1cccc(OCC(=O)NC2CCCCCC2)c1	i	0.7
Cc1ccc(S(=O)(=O)N(C)C[C@H]2OCCCC[C@@H](C)Oc3ccc(NC(=O)Cc4ccccc4)cc3C(=O)N([C@H](C)CO)C[C@@H]2C)cc1	i	0.1
COc1cc(-c2ccc3c(=O)c4ccccc4sc3c2)cc(OC)c1OC	i	1.9
Cc1cc2oc(C(=O)N3CCN(Cc4ccccc4)CC3)c(C)c2cc1C	i	0.5
COc1ccc(S(=O)(=O)N2CCOCC2)cc1NC(=O)CN1C(=O)NC2(CCC(C)CC2)C1=O (stereo not given)	i	0.8
COc1cccc(NC(=O)N(C)C[C@@H]2Oc3ncc(Br)cc3C(=O)N([C@@H](C)CO)C[C@H]2C)c1	i	0.6
CC(NC(=O)c1cc2c(=O)n(C)c3ccccc3c2n1C)c1ccc2c(c1)OCCO2 (stereo not given)	u	x
N#Cc1ccc(S(=O)(=O)N2CCCCC2c2cc(C(=O)NCc3ccccc3)no2)cc1 (stereo not given)	i	0.1
CCN(CC)C(=O)[C@H]1CC(CC(=O)NC(C)(C)C)C(=O)N2CCc3c([nH]c4ccccc34)[C@]12C (stereo not given in full)	i	1.6
C[C@@H]1CN([C@@H](C)CO)C(=O)CCCn2nncc2CO[C@H]1CN(C)C(=O)Cc1ccccc1	i	0.6
CCc1ccc(C(O)c2ncc(-c3ccc(C)cc3)[nH]2)cc1 (stereo not given)	i	1.2
O=C(c1ccc(Cl)c(Cl)c1)N1CCC(=O)N(C(CO)Cc2ccccc2)CC1 (stereo not given)	i	2.4
O=C(Nc1ccc(C(=O)O)cc1)/C(=C\c1ccco1)NC(=O)c1ccc(Br)cc1	i	0.7
